MEKK3 PB1 HTS: MEKK3-MEK5 PB1 interaction, increase or decrease | AID 1529 | Q99759 | binding response (% of control), % at 10 µM | 290,000 tested, 1.4% active | bead-based flow cytometry, Alexa488-MEK5 binding to MEKK3; actives lie on both sides; 0 = blocked by unlabeled MEK5, 100 = vehicle;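 active = binding response more than 3 SD above or below the average of its plate-row segment, actives on both sides; inconclusive = wells at one plate position flagged as instrument error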;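 also: Alexa488 bead fluorescence after subtracting the streptavidin-only scavenger bead signal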
Target sequence (Q99759 whole entry, looked up): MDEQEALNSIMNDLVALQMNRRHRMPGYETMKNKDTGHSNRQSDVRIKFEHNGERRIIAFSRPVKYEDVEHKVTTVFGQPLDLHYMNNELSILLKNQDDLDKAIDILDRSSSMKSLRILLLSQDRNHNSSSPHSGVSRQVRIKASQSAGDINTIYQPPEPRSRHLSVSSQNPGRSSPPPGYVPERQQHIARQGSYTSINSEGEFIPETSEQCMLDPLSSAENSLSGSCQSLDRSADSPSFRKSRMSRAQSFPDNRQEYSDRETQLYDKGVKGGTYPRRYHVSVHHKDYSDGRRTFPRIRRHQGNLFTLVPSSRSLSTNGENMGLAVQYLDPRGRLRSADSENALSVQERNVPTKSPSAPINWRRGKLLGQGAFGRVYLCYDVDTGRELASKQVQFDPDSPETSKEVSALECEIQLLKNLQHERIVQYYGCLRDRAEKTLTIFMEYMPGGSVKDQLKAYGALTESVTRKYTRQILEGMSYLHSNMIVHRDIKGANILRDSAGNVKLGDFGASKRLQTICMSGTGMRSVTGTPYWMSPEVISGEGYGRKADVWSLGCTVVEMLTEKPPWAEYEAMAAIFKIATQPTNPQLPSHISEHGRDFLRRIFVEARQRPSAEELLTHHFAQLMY
MEKK2mut PB1 HTS: signal of MEK5 binding to mutant human MEKK2 PB1 domain; bead flow cytometry, Alexa488-MEK5 binding to MEKK2 mutant; percent response, % at 10 µM; 290,000 tested, 0.35% active; in the data active = percent response above about 24%, passing the limit was not always enough; also: inactives centre near 1; some results filed as inactive read as strong as hits; reference of the scale not given here
PfM18AAP inh: PfM18AAP enzyme inhibition; AID 1822; 290,000 tested, 1.2% active; inhibition, % at 7.35 µM; recombinant PfM18AAP, H-Glu-NHMec fluorogenic cleavage;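 active = inhibition above the campaign mean inhibition over all tested compounds plus 3 SD, cut at about 28% in these data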;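 also: 0% = plate median of test compound wells and 100% = 2 mM ZnCl2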
GPR7 antagonist: human neuropeptides B/W receptor 1 antagonism. P48145. GPR7-expressing cells, fluorescence antagonist assay. inhibition, % at 4.4 µM. 290,000 tested, 1.1% active. AID 1861; in the data active = inhibition above about 16%, passing the limit was not always enough;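 also: cells stimulated with the agonist NPW; 0% = agonist with vehicle and 100% = vehicle without agonist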
Target sequence (P48145 whole entry, looked up): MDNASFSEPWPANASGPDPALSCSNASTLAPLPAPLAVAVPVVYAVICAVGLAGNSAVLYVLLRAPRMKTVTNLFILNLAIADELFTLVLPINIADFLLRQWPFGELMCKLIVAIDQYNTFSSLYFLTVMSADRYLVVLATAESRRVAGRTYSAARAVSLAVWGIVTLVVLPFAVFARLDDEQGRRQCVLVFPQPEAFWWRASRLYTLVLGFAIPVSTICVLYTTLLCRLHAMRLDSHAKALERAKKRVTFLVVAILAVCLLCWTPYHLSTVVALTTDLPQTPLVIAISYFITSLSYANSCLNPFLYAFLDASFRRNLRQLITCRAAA
MEKK2 WT-MEK5: raises or lowers MEK5 binding to wildtype human MEKK2 PB1 domain; binding response (% of control), % at 10 µM; 290,000 tested, 1.1% active; AID 1531; Q9Y2U5; bead flow cytometry, Alexa488-MEK5 binding to MEKK2 WT; actives lie on both sides; in the data active = binding response below about 67% or above about 130%; inconclusive = no clear call, values can overlap the other calls; inactive = in between
DNA FID counter: fluorescent intercalator displacement, NS3 helicase counter-screen. DNA fluorescent intercalator displacement, fluorescence. inhibition, % at 7.9 µM. 290,000 tested, 0.17% active. AID 1845; in the data active = inhibition above about 37%;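 also: 0% = vehicle and 100% = reference compound; higher means more ethidium bromide displaced from hairpin DNA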
PHOSPHO1 block: inhibitors of human PHOSPHO1 phosphatase | 290,000 tested, 1.1% active | recombinant PHOSPHO1, absorbance phosphatase assay | inhibition, % at 13.3 µM | Q8TCT1 | AID 1565; in the data active = inhibition above about 60%
OXTR ag: activates the human oxytocin receptor; 320,000 tested, 0.32% active; activation, % at 3 µM; CHO-OTR cells, Fluo-8 calcium fluorescence; normalized: DMSO 0%, oxytocin 100%; AID 2435;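 active = activation above the mean of all tested compounds plus 3 SD, cutoff set per screening run, cut at about 20% in these data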;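 also: peak over basal fluorescence ratio from a 100 s FLIPR kinetic read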
NALP1 inh: blocks the NALP1 inflammasome reconstituted in yeast. S. cerevisiae NALP1/ASC/caspase-1 growth, X-gal OD620, 72 h. 280,000 tested, 0.61% active. AID 2071. inhibition, % at 10 µM; in the data active = inhibition mostly above about 24%, no sharp cut-off; inactive = mostly below about 32%; also: some compounds called inactive have numbers as strong as hits
Numbers without * were called inactive; ? = inconclusive; / = not tested or not shown; [ ] = dose if it differs, or a comment. The order is random. Share with any hit: about 6.2%.

SMILES	MEKK3 PB1 HTS	MEKK2mut PB1 HTS	PfM18AAP inh	GPR7 antagonist	MEKK2 WT-MEK5	DNA FID counter	PHOSPHO1 block	OXTR ag	NALP1 inh
C/C(=N\Nc1nc2ccccc2s1)c1cccs1	87	-3	3	-18	89	7	30	-1.8	13
COc1ccc(N2C(=O)CC(SCCc3nc4ccccc4[nH]3)C2=O)cc1 (stereo not given)	108	6	-6	3	108	-7	-7	2.3	13
O=C(Cc1ccccc1)NN1C(=O)/C(=C/c2ccc(C(=O)O)cc2)SC1=S	88	-13	34*	-8	90	-8	47	-0.2	/
CC(C)(C)NC(=O)C(c1ccc(F)cc1)N(CCc1ccccc1)C(=O)c1ccn[nH]1 (stereo not given)	98	-4	2	-11	99	-29	8	-1.1	-10
O=S(=O)(NC1CC2CCC1C2)c1ccc(Br)s1 (stereo not given)	102	16	3	-13	99	-7	-14	-3.0	0
O=C(CSc1nnc(CNC(=O)c2c(F)cccc2F)o1)NCc1ccccc1Cl	102	4	-17	0	106	-15	43	-0.2	27
Cc1ccc(Nc2nc3nonc3[nH]c2=O)cc1	95	0	-3	3	96	1	13	0.9	4
Cc1ccc(N2C(=O)N3[C@H](c4ccc(Cl)cc4)[C@@H]4C(=O)N(C5CCCCC5)C(=O)[C@@H]4[C@]3(Cc3ccccc3)C2=O)cc1	100	-9	0	-11	91	-24	10	-0.1	-6
Cc1ccc(-c2onc3ccc(C(=O)O)cc23)cc1	101	6	26	-7	104	-16	/	1.1	5
COc1ccccc1N1CC(C(=O)Nc2nnc(SCC(=O)N3CCCC3)s2)CC1=O (stereo not given)	103	6	2	-2	107	-27	-41	-0.5	14
CCOc1ccc(CN2CCN(CCCc3ccccc3)CC2CCO)cc1 (stereo not given)	103	5	-1	3	116	2	/	0.0	0
CC(C(=O)NC1CCCC1)N(C(=O)Cn1nnc(-c2ccc(F)cc2)n1)c1ccccc1F (stereo not given)	102	0	-13	-14	107	-31	42	2.3	23
CCOc1ccc(NC(=O)C2CCCN(S(=O)(=O)c3ccc4c(c3)CCCN4C(C)=O)C2)cc1 (stereo not given)	100	-4	-4	-1	96	-69	17	0.2	2
Cc1ccc(NC(=O)c2cccc3ccccc23)cc1	107	13	-3	-6	112	-5	40	-1.5	9
O=C(OCC(=O)N1CCN(C(=O)c2ccco2)CC1)c1ccccc1C(=O)c1ccccc1	107	4	5	4	109	-39	3	-0.2	4
Cc1cccc(NC(=S)N2CCC(NC(=O)C3CCCCC3)CC2)c1	101	-1	4	-22	98	-23	39	0.8	2
COc1c(C)cccc1C(=O)Nc1cc(-c2nn3c(C)nnc3s2)ccc1C	107	2	1	-6	101	-10	/	-0.9	/
CC(=O)c1ccc(N2CCc3ccccc3C2)c([N+](=O)[O-])c1	72*[inhibitor]	-12	7	18	73	-5	-40	-1.5	2
O=C(Nc1ccc(Nc2ccccc2)cc1)c1ccc(Cl)c([N+](=O)[O-])c1	99	6	6	-12	122	14	19	4.5	14
CCC1=Nc2cc(C(=O)NCCN3CCCC3)ccc2Sc2ccccc21	101	16	4	8	135*	19	7	0.3	6
O=C(Oc1cccc(Oc2ccccc2)c1)N1CCOCC1	102	4	6	-3	100	-17	-3	0.1	39
COC(=O)/C=C1/SC(=NC(=O)c2ccc(OC)cc2)NC1=O	98	-8	10	-2	94	-43	38	0.2	26
COc1ccc(S(=O)(=O)N(C)CC(=O)NCCCn2ccnc2)cc1Cl	98	-2	7	-8	94	0	5	-0.1	2
C[C@H]1[C@H](C)CC[C@]2(C(=O)O)CC[C@]3(C)C(=CC[C@@H]4[C@@]5(C)C[C@@H](O)[C@H](O)C(C)(C)[C@@H]5CC[C@]43C)[C@H]12	100	-3	2	-6	97	-6	6	-1.7	26
CCCCC(=O)N/N=C/c1ccc(-c2ccc([N+](=O)[O-])cc2)o1	94	-15	1	-6	78	6	36	-2.1	23
CCOc1ccccc1C(=O)N/N=C/c1cccc2cccnc12	81	-9	20	-4	91	-21	4	2.5	-3
CC(C)N(C(=O)CN1C(=O)NC(c2ccccc2)(c2ccccc2)C1=O)C(C)C	104	2	0	-1	104	-41	32	0.2	14
CC(C)N(CC#CCC(O)(c1ccccc1)C1CCCC1)CCO (stereo not given)	96	-7	2	6	91	12	12	0.3	17
CCn1nc(C(=O)OCC(=O)NC(C)C)c2ccccc2c1=O	82	-13	-9	-4	81	3	24	-1.9	-6
Cc1ccc(-c2nc(N)sc2-c2ccc(C)cc2)cc1	108	-2	-2	-8	114	1	32	/	1
Cc1[nH]c2ccccc2c1/C=N/Nc1nc(Nc2ccccc2)nc(N2CCOCC2)n1	105	1	-2	-4	109	-17	42	-3.0	6
O=C(NCc1nc2ccccc2[nH]1)C1=C[C@@H](c2ccc(Br)cc2)C[C@@H](OCCCCO)O1	105	8	4	-7	106	-18	22	2.5	-8
CCOC(=O)c1nnn2c1nc(SCC(C)=O)c1ccccc12	132*	32	-10	-5	138*	-1	30	-2.7	21
Cc1ccc(CC(=O)Nc2ccc(C(=O)N3CCOCC3)cc2)cc1	100	7	2	-3	105	-10	27	-0.5	8
CC(C)C(=O)Nc1ccc2c3c(cccc13)CC2	93	6	-1	-1	113	-1	-11	-2.4	11
CCCCCC1CC(=O)N(Cc2ccc(Cl)cc2)C(=O)N1 (stereo not given)	95	-1	-2	-10	95	-14	9	-1.4	4
CCCCN(CC)CCNC(=O)CN1C(=O)COc2ccc(S(=O)(=O)N3CCCC3)cc21	102	0	-2	-2	105	5	12	-0.6	8
CS(=O)(=O)c1ccccc1-c1nc(-c2cc(C(F)(F)F)cc(C(F)(F)F)c2)no1	/	/	0	7	/	1	41	-0.7	-5
O=C(O)CSc1nnc(-c2ccncc2)n1Cc1ccccc1	102	4	1	9	100	-4	11	0.4	-5
Cc1ncc(/C=C2\C(=O)Nc3ccccc32)[nH]1	95	-3	-10	-8	95	4	19	-0.8	-4
COc1ccccc1C(=O)OCC(=O)Nc1ccc(OC(F)F)cc1	102	20	-27	-3	103	-4	-65	-1.8	8
Cc1ccc(C(C(=O)NC2CCCC2)N(Cc2ccccc2)C(=O)c2csnn2)o1 (stereo not given)	100	0	0	8	103	-36	26	-1.6	-3
S=c1[nH]nc(-c2ccco2)n1/N=C/c1ccccc1Cl	103	-3	15	3	90	-5	38	-1.0	-2
COc1ccc(Cc2noc(CN(C)CC(O)c3ccccc3)n2)cc1OC (stereo not given)	?	-21	-11	7	?	-36	39	0.7	10
Cc1cc(C(=O)OCC(=O)N2c3ccccc3CC2C)c(C)o1 (stereo not given)	104	3	-10	-2	102	-14	26	-3.0	36
Cc1ccc(C2=NN(C(=O)CCl)C(c3ccco3)C2)o1 (stereo not given)	101	-5	-3	17	100	-5	14	/	1
O=C(CN1C(=O)/C(=C/c2ccco2)SC1=S)Nc1ccc(C(=O)O)c(O)c1	99	-2	47*	-9	90	26	37	0.9	0
O=[N+]([O-])c1ccc(Sc2nccn2Cc2ccccc2)cc1	108	5	-3	20	113	-7	38	-0.5	-6
COc1ccc(C(C#N)N2CCC(c3ccccc3)=N2)cc1 (stereo not given)	104	5	5	-2	105	1	18	0.5	-2
COC(=O)c1ccc(S(=O)(=O)c2ccccc2)c(N)c1	101	8	1	-6	108	-5	8	2.8	14

(cont.)
SMILES	MEKK3 PB1 HTS	MEKK2mut PB1 HTS	PfM18AAP inh	GPR7 antagonist	MEKK2 WT-MEK5	DNA FID counter	PHOSPHO1 block	OXTR ag	NALP1 inh
Cc1cc(C)nc(NCC(O)COc2ccccc2C)n1 (stereo not given)	106	2	-3	-4	103	-2	16	1.4	-11
Cc1cccc(NC(=O)N2CCCCCC2)c1	104	8	0	-4	110	-4	48	-0.5	14
COCCNC(=O)c1cc2c(=O)n(C)c3ccccc3c2n1C	101	2	-8	-10	101	-3	-11	0.1	-12
COc1ccc(S(=O)(=O)N2CCSC2C)cc1C (stereo not given)	103	4	3	2	98	-9	10	/	-10
O=C(CCCc1ccccc1)Nc1ccccn1	98	-8	-3	-4	95	-3	39	-1.7	4
O=C(NCCN1CCOCC1)C(=O)NCC1OCCCN1S(=O)(=O)c1ccc(F)cc1 (stereo not given)	99	7	1	-12	103	-5	38	0.1	-5
CCC(=O)c1ccc(OC)c(OC)c1O	114	7	-10	1	113	-5	30	0.4	10
COc1cccc(-n2c(C)nn(C)c2=O)c1	104	3	-1	-1	102	-1	-26	1.3	34
COc1ccc(/C=N\NC(=O)CC(=O)Nc2cccc(Cl)c2)cc1OC	73*[inhibitor]	-10	-2	-9	77	-16	-1	0.1	2
CCCN1CCN(C(=O)CS(=O)(=O)Cc2nc(-c3cccc(OC)c3)oc2C)CC1	97	0	-6	-17	101	1	12	2.1	25
Cc1ccc(C(C)C)c(OCc2nnc(SCC(=O)Nc3ncc(C)s3)n2C)c1	97	3	0	-13	94	-3	23	-0.6	/
CCN(CC)S(=O)(=O)c1ccc(C)c(NC(=O)c2cc(C)oc2C)c1	109	-2	-6	-4	99	-29	16	0.1	8
Cc1ncc(CN2CCCCC2C(=O)Nc2ccc(Oc3ccccc3)nc2)cn1 (stereo not given)	98	-1	0	2	102	-20	14	0.6	-5
CCC(c1nnnn1CS(=O)(=O)c1ccc(C)cc1)N1CCN(c2nc3ccccc3s2)CC1 (stereo not given)	96	-2	-11	1	92	-2	-24	0.5	6
CC1=C(C(=O)OCCOc2ccccc2)C(c2ccsc2)NC(=O)N1C (stereo not given)	102	-1	13	-3	99	-34	-23	0.2	33
CC(C)COC(=O)CNc1n[nH]c(=S)[nH]c1=O	96	3	1	-8	96	5	41	0.3	22
O=C(CN1CCCc2ccccc21)NCCc1ccc(Cl)cc1	102	-17	6	13	95	-32	-3	-2.2	-1
COC(CNc1cc(=O)oc2ccccc12)OC	107	9	-11	-7	106	-6	4	-0.3	6
Clc1ccc(CN=C(Nc2ccccc2)NC2CCCCC2)cc1	100	22	-1	40*	123	21	41	15	5
CCCc1cnc(N2CCN(C(=O)c3c(-c4ccccc4)noc3C)CC2)nc1	92	-17	-12	1	94	-38	-8	-1.0	15

An excerpt from above in order of heavy-atom count, rising.
SMILES	MEKK3 PB1 HTS	MEKK2mut PB1 HTS	PfM18AAP inh	GPR7 antagonist	MEKK2 WT-MEK5	DNA FID counter	PHOSPHO1 block	OXTR ag	NALP1 inh
COC(CNc1cc(=O)oc2ccccc12)OC	107	9	-11	-7	106	-6	4	-0.3	6
O=C(CN1CCCc2ccccc21)NCCc1ccc(Cl)cc1	102	-17	6	13	95	-32	-3	-2.2	-1
CCN(CC)S(=O)(=O)c1ccc(C)c(NC(=O)c2cc(C)oc2C)c1	109	-2	-6	-4	99	-29	16	0.1	8
CC1=C(C(=O)OCCOc2ccccc2)C(c2ccsc2)NC(=O)N1C (stereo not given)	102	-1	13	-3	99	-34	-23	0.2	33
CCCc1cnc(N2CCN(C(=O)c3c(-c4ccccc4)noc3C)CC2)nc1	92	-17	-12	1	94	-38	-8	-1.0	15
Cc1ncc(CN2CCCCC2C(=O)Nc2ccc(Oc3ccccc3)nc2)cn1 (stereo not given)	98	-1	0	2	102	-20	14	0.6	-5

Carrying on:
SMILES	MEKK3 PB1 HTS	MEKK2mut PB1 HTS	PfM18AAP inh	GPR7 antagonist	MEKK2 WT-MEK5	DNA FID counter	PHOSPHO1 block	OXTR ag	NALP1 inh
CCOc1ccc(/C=N/Nc2nc(C)cs2)c(O)c1	107	0	28*	9	108	-5	14	/	1
CC(C)C(NC(=O)/C=C/c1ccc(F)cc1)C(C)C	99	-3	1	-11	100	-1	18	-1.7	7
Cc1ccc(CCNC(=O)CCn2c(=O)c3cccn3c3ccc(F)cc32)cc1	102	2	-3	-13	103	-30	18	-0.7	19
CCc1ccc(NC(=O)CSc2nnc(-c3ccccn3)n2C)cc1	106	4	0	-3	103	-19	-4	-1.4	-1

High-throughput results deposited in PubChem by several laboratories.
